From PubChem
Granule exo inh: LAMP-1 surface exposure blockers, TALL-104 cells – cell-based, flow cytometry, MLPCN library, primary screen | TALL-104 LAMP-1 surface exposure; cells stimulated with thapsigargin and PMA | inhibition, % at 10 µM | hit rate 0.66% among 360,000;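 active = inhibition above about 55%, limit read from the data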
aDG glyco act: activators of alpha-DG glycosylation, primary screen, uHTS, Pro5-aDG cells, AlphaScreen | alpha-DG glycosylation AlphaScreen (IIH6); 0% Pro5, 100% B10-LARGE cell signal | activation, % at 10 µM | hit rate 0.22% among 360,000;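 active = activation of at least 8% versus controls, or a plate z-score of at least 8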;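 also: Pro5 are CHO cells carrying HIG-tagged alpha-DG that lacks glycosylation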
iPSC survival up: enhancers of single-cell hiPSC survival, primary screen, ATPlite luminescence; hit rate 0.044% among 360,000; survival enhancement, % at 20 µM; 100% = ROCK inhibitor wells, 0% = DMSO; in the data active = survival enhancement above about 18%;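 also: cells exposed to compounds for 16 hours before the ATP read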
Cardio protect: cardioprotection against H2O2-induced cell death, primary screen, uHTS, H9c2 cells, ATPLite luminescence. H9c2 cardiomyocytes, H2O2 injury protection, 2 h. hit rate 0.63% among 360,000. protection from H2O2 cell death, % at 20 µM;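 active = compounds giving at least 50% protection of heart cells from peroxide-induced death in the single-dose screen, raw or plate-pattern-corrected value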;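 also: 0% = DMSO wells with peroxide and 100% = DMSO wells without peroxide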
Vif imaging: HIV Vif self-association inhibitors, primary screen, imaging, HEK293T, single point | inhibition, % at 7.49 µM | hit rate 0.35% among 340,000 | AID 602346, 2012 | HEK293T cells, Vif self-association by quenched fluorescence, 24 h; in the data active = inhibition above about 50%, passing the limit was not always enough; also: some results filed as inactive read as strong as hits
CaV13 ICDI inh: Disruptors of the CACNA1D IQ motif to Ca2+-dependent inactivation inhibitor domain association, primary screening, Förster resonance energy transfer in intact living … | HEK cells, CFP/YFP FRET ICDI-IQ, plate reader, 10 min; percent FRET-ratio fall versus neutral wells | inhibition, % at 12.3 µM | hit rate 0.098% among 340,000 | AID 743397;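 active = mean replicate inhibition of at least 30% and at least 1% of replicates passing that level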;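 also: 0% = median of the neutral control wells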
ABCB6 inh 2: ABCB6 transporter inhibitors, primary screen, K562-ABCB6 cells, flow cytometry, MLPCN library. ATP-binding cassette sub-family B member 6 (Homo sapiens), Q9NP58. K562-ABCB6 porphyrin accumulation, 1 h; hits give low values. fluorescence ratio to DMSO, % at 10 µM. hit rate 0.19% among 360,000. AID 602162, 2011;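 active = fluorescence ratio to DMSO below 75%, the collection mean minus 3 SD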;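 also: signal is porphyrin accumulated inside mitochondria; 100% equals median channel fluorescence of DMSO control wells; lower ratio means ABCB6 inhibition with less porphyrin fluorescence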
Target sequence (Q9NP58 whole entry, looked up): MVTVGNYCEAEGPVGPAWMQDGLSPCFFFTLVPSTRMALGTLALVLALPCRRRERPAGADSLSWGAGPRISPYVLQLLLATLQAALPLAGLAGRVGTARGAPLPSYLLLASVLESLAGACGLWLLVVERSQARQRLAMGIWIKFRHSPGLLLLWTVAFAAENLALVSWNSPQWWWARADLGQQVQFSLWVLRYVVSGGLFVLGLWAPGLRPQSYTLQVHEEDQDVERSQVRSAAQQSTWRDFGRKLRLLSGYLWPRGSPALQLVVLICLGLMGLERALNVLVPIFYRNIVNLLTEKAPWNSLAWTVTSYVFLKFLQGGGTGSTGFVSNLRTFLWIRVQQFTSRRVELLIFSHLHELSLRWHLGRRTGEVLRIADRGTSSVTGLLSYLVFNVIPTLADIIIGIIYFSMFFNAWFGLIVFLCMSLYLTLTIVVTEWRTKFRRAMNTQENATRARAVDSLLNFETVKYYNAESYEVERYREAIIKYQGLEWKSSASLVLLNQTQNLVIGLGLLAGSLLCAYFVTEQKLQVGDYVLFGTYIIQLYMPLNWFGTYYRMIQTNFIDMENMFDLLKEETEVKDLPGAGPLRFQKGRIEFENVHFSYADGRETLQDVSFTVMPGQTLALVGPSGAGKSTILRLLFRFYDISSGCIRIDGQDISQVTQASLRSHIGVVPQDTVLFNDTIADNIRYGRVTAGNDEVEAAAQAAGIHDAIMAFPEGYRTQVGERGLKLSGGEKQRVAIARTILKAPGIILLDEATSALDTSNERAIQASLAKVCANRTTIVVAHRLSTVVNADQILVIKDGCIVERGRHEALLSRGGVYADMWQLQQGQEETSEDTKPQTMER
Glyco luc inh: increase of ERlucT glycosylation luciferase signal, primary screen, N-linked glycosylation inhibitor project, D54 ERlucT cells, luminescence, set 2; D54 ERlucT glycosylation luciferase reporter, 24 h; percent of 100 nM tunicamycin response; reporter increase, % at 12.5 µM; hit rate 0.23% among 360,000; AID 588692, 2011;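 active = mean luciferase reporter signal, scaled so untreated is 0 and the glycosylation-blocking control 100, at or above a set limit in every replicate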;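 also: luciferase carries N-glycosylation sites so blocking glycosylation raises the light; 0% = median of neutral control wells and 100% = median of 100 nM tunicamycin wells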
PDI inh: inhibitors of human PDI, primary screen, biochemical, turbidity, single point, plate reader; Protein disulfide-isomerase (Homo sapiens), P07237; PDI insulin aggregation turbidity, A650, 90 min; inhibition, % at 10 µM; hit rate 0.052% among 350,000; AID 588391, 2011;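 active = mean inhibition across replicates of 30% or more, whatever share of single replicates reach that level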;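 also: absorbance from insulin aggregation driven by PDI reduction with DTT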
HTR2A ag: mouse Htr2a agonists via beta-arrestin recruitment, primary screen, cell-based, luminescence; 5-hydroxytryptamine receptor 2A (Mus musculus), P35363; CHO-K1 mHTR2A beta-arrestin complementation; percent of 30 µM serotonin response; activation, % at 7.6 µM; hit rate 0.66% among 360,000;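 active = activation above a run cutoff, the mean activation of all tested compounds plus 3 SD, cut at about 14% in these data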;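 also: 0% = plate median of compound wells and 100% = 30 µM serotonin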
Numbers without * were called inactive; x = no result given.

SMILES | Granule exo inh | aDG glyco act | iPSC survival up | Cardio protect | Vif imaging | CaV13 ICDI inh | ABCB6 inh 2 | Glyco luc inh | PDI inh | HTR2A ag
Cc1ccc(CCN2CC(C(=O)NCCc3ccccc3)CC2=O)cc1 (stereo not given) | -1 | -0.7 | 0.1 | 2 | -9 | -2 | 104 | 2 | -7 | -7
COC(=O)CCCc1nc2ccccc2s1 | -1 | -0.1 | 1.0 | -1 | 6 | x | 92 | 0 | -7 | 2
Clc1ccc(Oc2ccccc2)c2ncccc12 | -2 | 0.1 | 0.3 | -8 | 2 | -5 | 95 | -1 | -8 | 5
O=C(Nc1ccc(Cc2ccc(NC(=O)C3CC3)cc2)cc1)C1CC1 | -2 | 0.0 | -0.9 | -7 | 2 | -9 | 103 | -4 | 3 | -4
Fc1ccc(-n2c(-c3ccc4ccccc4n3)n[nH]c2=S)cc1 | 1 | 0.3 | 0.9 | 0 | 3 | 4 | 92 | 4 | -5 | -1
Cc1cccnc1NC(=O)CNC(=O)c1sc2ccccc2c1Cl | 21 | 0.6 | 5.3 | 7 | -8 | -6 | 97 | -1 | 8 | 1
NC(=O)C1CC(=O)N(c2ccc(OCc3ccc(Cl)cc3Cl)cc2)C1 (stereo not given) | -2 | 0.9 | -1.6 | -7 | 7 | -3 | 99 | -4 | 2 | 2
CCCn1c(C)cc(C(=O)COc2ncnc3sccc23)c1C | -1 | 0.4 | 1.5 | -8 | 1 | -6 | 99 | -5 | 12 | 4
Cc1cccc(N2O[C@H]3C=CC2CCCC3)n1 | -1 | 0.0 | -0.3 | 4 | -2 | -3 | 99 | 0 | -6 | 2
OC[C@@H]1CN(Cc2cccs2)C[C@H](n2cnc3c(N4CCN(c5ccccc5)CC4)ncnc32)O1 | -2 | -0.4 | -2.3 | -4 | -6 | 11 | 93 | 0 | 1 | 1
CCCCc1cc2c(cc1NC(=O)CN1CCCCC1)OCCO2 | -2 | -0.1 | 0.6 | 4 | -18 | -5 | 101 | -1 | -4 | -1
O=C(Cn1nnc(-c2cccs2)n1)Nc1ccccc1C(F)(F)F | 0 | -0.2 | 0.2 | -2 | -1 | 6 | 99 | -1 | 4 | 10
Cc1c(C(=O)N(Cc2ccncc2)CC2CCCO2)oc2c(F)cccc12 (stereo not given) | -6 | 0.2 | -0.1 | 6 | 0 | -5 | 97 | 0 | 8 | 8
Cc1cc(NC(=O)Nc2cccc(Cl)c2)no1 | -7 | -0.3 | 0.2 | -7 | x | -12 | 110 | -1 | -5 | 7
CCn1c(SCC(=O)NC2CCCCC2)nnc1-c1ccco1 | 4 | 0.0 | 0.4 | -2 | 28 | -3 | 98 | -1 | -8 | -2
CC1(C)O[C@@H]2C[C@H]3[C@@H]4C[C@H](F)C5=CC(=O)C=C[C@]5(C)[C@H]4[C@@H](O)C[C@]3(C)[C@]2(C(=O)CO)O1 | -8 | -0.2 | 3.4 | 0 | -5 | -5 | 95 | 7 | -5 | -3
CCN1CCN(C(CNC(=O)c2ccc3c(c2)OCO3)c2cccnc2)CC1 (stereo not given) | -3 | -0.1 | -1.1 | 0 | -3 | 9 | 100 | -2 | x | 6
Cc1ccc(C(=O)Nc2cccnc2)cc1Cl | -3 | 0.0 | 0.2 | -1 | -3 | -2 | 98 | 1 | -8 | 3
CCOC(=O)c1c(N)sc(C(O)(C(F)(F)F)C(F)(F)F)c1-c1ccc(F)cc1 | -1 | -0.5 | 0.4 | -12 | -5 | -4 | 105 | -1 | -2 | 1
CCN(Cc1ccncc1)C(=O)CC1C(=O)NCCN1Cc1ccc(F)c(F)c1 (stereo not given) | -1 | 0.2 | 0.6 | -9 | 4 | 12 | 131 | -3 | 3 | 1
O=[N+]([O-])c1ccc(N2CCN(CC(O)COc3ccccc3)CC2)cc1 (stereo not given) | -1 | 3.3 | -0.2 | -4 | -10 | -47 | 97 | 0 | -8 | -5
COc1ccccc1N1CCN(C(=O)CSc2ncccc2-c2nc3ccccc3[nH]2)CC1 | -1 | 0.8 | 2.2 | 10 | -6 | -5 | 115 | -12 | -4 | -2
CCN(CC)CCN(Cc1cc2cc3c(cc2[nH]c1=O)OCCO3)C(=O)NC1CCCCC1 | 3 | 0.0 | -1.8 | 5 | 23 | -5 | 97 | 5 | 0 | 8
Cc1c(-c2ccccc2)cn2c1-c1ccc(C)n1CC2 | -2 | 0.2 | 1.7 | 0 | 5 | -9 | 112 | 3 | 4 | -2
CC[C@]1(C(=O)OC)[C@H]2C(=O)N(Cc3ccccc3)C(=O)[C@H]2[C@H]2CN=C(SCC(=O)c3ccccc3)N21 | -3 | 0.6 | -2.9 | 10 | -5 | -5 | 100 | 3 | 5 | -1
Cc1ccc(S(=O)(=O)N(CCC(=O)N2CCOCC2)c2ccccc2)cc1 | -4 | -0.1 | 0.0 | 8 | -4 | -6 | 99 | 3 | 4 | 3
C#CCOc1c(Br)cc(/C=N\NC(=O)CN2CCOCC2)cc1OCC | 2 | -0.1 | 0.4 | 7 | -2 | -5 | 117 | -1 | -8 | -4
CCC(C)[C@H](NC(=O)N1CCn2c1nc1ccccc12)C(=O)NCc1ccccc1 (stereo not given in full) | 0 | 0.0 | -0.6 | -4 | -3 | -6 | 100 | 0 | 3 | 4
CC(C)[C@H](NC(=O)N1CC(=O)Nc2ccccc21)C(=O)N[C@H](Cc1ccccc1)C(=O)O | -6 | -0.2 | -0.7 | 2 | 24 | x | 101 | 2 | x | -3
C=CCNC(=S)NNC(=O)c1ccccc1OCC | -2 | 0.1 | -0.5 | -6 | 6 | -6 | 99 | 0 | 2 | 0
CN(c1ccccc1)S(=O)(=O)c1ccc(Cl)nc1 | -3 | 1.0 | -0.1 | -5 | 0 | -4 | 97 | -1 | 2 | 6
CCOC(=O)c1sc(NC(=O)CSc2nc3ccccc3o2)c(C(=O)OCC)c1C | -8 | 0.5 | -0.2 | -2 | 2 | -6 | 99 | -7 | -3 | 3
Cc1ccc(S(=O)(=O)Nc2ccc3cn[nH]c3c2)c(C)c1 | 4 | 0.1 | 2.4 | -15 | 1 | -3 | 101 | -4 | 1 | -4
NC(=O)c1cc(NC(=O)CCNS(=O)(=O)c2cccc(C(F)(F)F)c2)cc(C(N)=O)c1 | 5 | -0.1 | 0.8 | 4 | 4 | -6 | 104 | 2 | -5 | -1
O=C(CSc1ccccc1C(=O)O)Nc1cccc(C(=O)O)c1 | 1 | -0.1 | 1.6 | 11 | -7 | -4 | 92 | 2 | -4 | 4
O=C(Nc1ccccc1)c1ccc(NC(=O)C2CC2)cc1 | 2 | -0.3 | -0.4 | -1 | 3 | x | 89 | -2 | -1 | -3
COc1ccc(CN2C[C@H](C)[C@@H](CC(=O)NCc3ccccc3)C2=O)cc1 | -4 | 0.1 | 4.6 | -2 | 4 | -10 | 85 | 4 | -3 | 4
O=C(c1cnn2ccccc12)N1CCN(C2CCCCC2)CC1 | 6 | -0.1 | 0.2 | -5 | -1 | -6 | 100 | -1 | -2 | 2
CN1c2ccccc2C(C)(C)C12CC(CCl)=NO2 (stereo not given) | -1 | 0.2 | -2.1 | -3 | -1 | x | 94 | 3 | -7 | 4
CCOc1ccccc1CN1CCN(C2CCOCC2)CC1CCO (stereo not given) | -1 | -0.3 | 1.5 | 7 | -5 | -6 | 101 | 1 | -4 | 4
COC(=O)C1=CN(Cc2ccc(OC)c(OC)c2)C=C(C(=O)OC)C1c1ccc(F)cc1 | 18 | 0.8 | 2.7 | -6 | -19 | 0 | 95 | -3 | -2 | -5
CN1CCN(C(=S)Nc2cc([N+](=O)[O-])ccc2Cl)CC1 | -1 | 0.3 | -2.6 | 0 | -2 | -5 | 99 | -2 | -4 | 3
CCOC(=O)C(=O)Nc1ccccc1C(=O)NC(C)C | -3 | 0.1 | -1.4 | -8 | -1 | -8 | 101 | 1 | -1 | 4
O=C(Cn1cc(C(=O)c2ccco2)c2ccccc21)NC1CC1 | 4 | -0.1 | 2.1 | -1 | 0 | -7 | 98 | 3 | 9 | 10
COC(=O)C(NNc1ccccc1)(NC(=O)c1ccccc1F)C(F)(F)F (stereo not given) | -1 | 0.1 | 1.1 | -10 | x | -5 | 99 | -2 | -2 | -6
CCC(c1nnnn1Cc1cccs1)N1CCN(C2CCCC2)CC1 (stereo not given) | 4 | -0.2 | -1.1 | 5 | 6 | -1 | 92 | -3 | -9 | -3
Cc1cc(OCC(=O)OCC(=O)N2c3ccccc3NC(=O)C2(C)C)ccc1Cl | -1 | 0.1 | 0.4 | 3 | -5 | -15 | 93 | 2 | -2 | 3
Cc1ccc(CNC(=O)c2ccc(N(C)S(=O)(=O)c3ccccc3)cc2)cc1 | 67* | 0.0 | -0.5 | 0 | -5 | -4 | 96 | -2 | -8 | -7
CCCCC(=O)Nc1c(C)cc(C)cc1Cl | 3 | -0.1 | 5.8 | -2 | 6 | -5 | 90 | 1 | -5 | 4
COc1ccc(-c2cc(=O)c3ccccc3n2C)cc1 | -2 | 0.1 | -1.7 | 25 | 0 | 0 | 92 | 0 | -5 | -3
CC(C)NC(=O)NC(=O)COC(=O)c1ncc(Cl)c(Cl)c1Cl | -6 | 0.3 | 0.5 | -1 | 5 | -4 | 102 | 0 | 2 | 7
CN1C(=O)c2ccccc2CC12c1ccccc1C(=O)N2C (stereo not given) | -16 | 0.3 | -0.4 | 6 | -9 | -5 | 103 | 0 | 1 | 5
COc1ccccc1OCCC(=O)OCC(=O)Nc1ncc(Cl)cc1Cl | 3 | 0.1 | -0.9 | 5 | 12 | -1 | 101 | -1 | 8 | 5
O=c1[nH][nH]c(=O)c2c(NS(=O)(=O)c3ccccc3)cccc12 | -3 | 0.9 | 0.5 | 14 | 0 | -5 | 100 | -1 | 2 | 1
COc1cc(CCC(=O)OCC(=O)Nc2c(F)cccc2F)cc(OC)c1OC | 2 | 0.1 | -0.3 | -5 | 0 | -3 | 101 | 1 | 3 | 3
CCCCCOc1ccc(C(=O)OC(C)C(=O)NCc2ccco2)cc1 (stereo not given) | 2 | 0.5 | -0.4 | -7 | -5 | -5 | 95 | 4 | -30 | -2

Fetched by structure from above (6):
SMILES | Granule exo inh | aDG glyco act | iPSC survival up | Cardio protect | Vif imaging | CaV13 ICDI inh | ABCB6 inh 2 | Glyco luc inh | PDI inh | HTR2A ag
CCC(c1nnnn1Cc1cccs1)N1CCN(C2CCCC2)CC1 (stereo not given) | 4 | -0.2 | -1.1 | 5 | 6 | -1 | 92 | -3 | -9 | -3
COc1ccccc1OCCC(=O)OCC(=O)Nc1ncc(Cl)cc1Cl | 3 | 0.1 | -0.9 | 5 | 12 | -1 | 101 | -1 | 8 | 5
CCCCCOc1ccc(C(=O)OC(C)C(=O)NCc2ccco2)cc1 (stereo not given) | 2 | 0.5 | -0.4 | -7 | -5 | -5 | 95 | 4 | -30 | -2
CCCCC(=O)Nc1c(C)cc(C)cc1Cl | 3 | -0.1 | 5.8 | -2 | 6 | -5 | 90 | 1 | -5 | 4
CN1C(=O)c2ccccc2CC12c1ccccc1C(=O)N2C (stereo not given) | -16 | 0.3 | -0.4 | 6 | -9 | -5 | 103 | 0 | 1 | 5
COc1ccc(-c2cc(=O)c3ccccc3n2C)cc1 | -2 | 0.1 | -1.7 | 25 | 0 | 0 | 92 | 0 | -5 | -3
